Assay outcomes: PubChem, several laboratories
STEP inh = STEP phosphatase inhibitors, primary screen, biochemical, fluorescence intensity, uHTS; Tyrosine-protein phosphatase non-receptor type 5 (Homo sapiens), P54829; recombinant STEP, OMFP fluorogenic substrate; inhibition, % at 20 µM; 360,000 tested, 0.25% active;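 active = inhibition at 20 µM, scaled per plate between control wells, above about 37%, limit read from the data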;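 note: 0% = DMSO with enzyme and substrate and 100% = substrate only without enzyme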
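medium = Bis-Tris buffer pH 6.0, 2.5 mM DTT, 0.005% Tween 20 | test system = STEP (striatal-enriched tyrosine phosphatase) enzyme, cell-free | measure = normalized % inhibition | compound dosing = 20 µM, 1% DMSO | also added = 25 µM OMFP | schedule = reaction 20 min, ambient temperature | measured by = fluorescence read at 480 nm ex / 540 nm em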
SUMO1 PPI mod = modulators of SUMO1 protein-protein interactions, primary screen, biochemical, uHTS. SUMO1 binding to a labelled peptide, TR-FRET, 1 h. 360,000 tested, 0.33% active. inhibition, % at 20 µM. Small ubiquitin-related modifier 1 (Homo sapiens), P63165; in the data active = inhibition above about 37%
TbMetRS inhib = T. brucei MetRS inhibitors, primary screen, biochemical, luminescence | methionyl-tRNA synthetase (Trypanosoma brucei brucei) | inhibition, % at 11.9 µM | 360,000 tested, 0.4% active | purified T. brucei MetRS, ATP depletion, Kinase-Glo luminescence | AID 624268, 2012;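 active = inhibition above a per-plate cutoff of the control wells' mean inhibition plus 3 SD, cut at about 5.5% in these data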;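 note: 0% = DMSO wells median and 100% = median of wells with control inhibitor compound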
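Dosing: 11.9 µM compound single dose, 0.9% DMSO; Assay system: purified T. brucei MetRS enzyme; Measured by: Kinase-Glo luciferase luminescence reporting remaining unconsumed ATP; Schedule: 15 min plus 2 h at 25 °C.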
NadD block = inhibitors of S. aureus NadD, primary screen, biochemical, colorimetric, uHTS | inhibition, % at 20 µM | purified NadD enzyme, colorimetric absorbance read-out | 360,000 tested, 0.78% active | Nicotinate-nucleotide adenylyltransferase NadD (Staphylococcus aureus N315); in the data active = inhibition above about 26%; note: some compounds past the cut are filed as inactive
Scp1 inh = Scp-1 phosphatase inhibitors, primary screen, biochemical, colorimetric, uHTS; AID 493091, 2011; 340,000 tested, 0.88% active; inhibition, % at 20 µM; Recombinant Scp1, phosphopeptide, malachite green phosphate absorbance;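 active = inhibition above about 50% at 20 µM, limit read from the data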;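 note: plate controls were DMSO wells with enzyme for no effect and wells lacking enzyme for full effect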
Target sequence (Q9GZU7 76-261 limits assumed): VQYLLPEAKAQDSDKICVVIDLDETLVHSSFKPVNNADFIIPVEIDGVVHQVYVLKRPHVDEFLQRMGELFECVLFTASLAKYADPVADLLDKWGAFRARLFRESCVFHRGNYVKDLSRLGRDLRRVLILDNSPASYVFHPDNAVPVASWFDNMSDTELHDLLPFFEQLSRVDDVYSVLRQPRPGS
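Test system – truncated SCP-1 phosphatase (76-261aa) · Reagent – Phosphorylated 17-residue peptide substrate · Incubation – 45 min room-temperature reaction, 5 min colour, 30 min stabiliser · Detection – colorimetric phosphate reagent with accelerator and stabiliser, absorbance at 630 nm · Measure – % inhibition at 20 µM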
SKN-1 block = suppressors of acrylamide-induced Pgst-4::GFP reporter in worms, primary screen, SKN-1 inhibitor project, whole organism, uHTS, GFP/RFP fluorescence ratio, strain VP596 | C. elegans VP596 Pgst-4::GFP/RFP ratio, 24 h | AID 624304, 2012 | 360,000 tested, 0.49% active | inhibition, % at 21.8 µM;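 active = interference check ratio from 0.5 to 1.5 plus GFP to RFP signal ratio inhibition reaching or exceeding a fixed threshold, cut at about 30% in these data, passing the limit was not always enough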; note: some compounds called inactive have numbers as strong as hits
NRP1-CendR mod = modulators of CendR peptide binding to NRP-1, primary screen, biochemical, fluorescence polarization, uHTS; Neuropilin-1 (Homo sapiens), O14786; FAM-RPARPAR peptide binding to NRP-1; inhibition, % at 25 µM; 360,000 tested, 0.85% active; AID 602438, 2012;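 active = inhibition or corrected inhibition above about 18%, plus a signal ratio from 0.5 to 1.5, limit read from the data, passing the limit was not always enough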; note: strong numbers were not always called active
Target sequence (O14786 whole entry, looked up): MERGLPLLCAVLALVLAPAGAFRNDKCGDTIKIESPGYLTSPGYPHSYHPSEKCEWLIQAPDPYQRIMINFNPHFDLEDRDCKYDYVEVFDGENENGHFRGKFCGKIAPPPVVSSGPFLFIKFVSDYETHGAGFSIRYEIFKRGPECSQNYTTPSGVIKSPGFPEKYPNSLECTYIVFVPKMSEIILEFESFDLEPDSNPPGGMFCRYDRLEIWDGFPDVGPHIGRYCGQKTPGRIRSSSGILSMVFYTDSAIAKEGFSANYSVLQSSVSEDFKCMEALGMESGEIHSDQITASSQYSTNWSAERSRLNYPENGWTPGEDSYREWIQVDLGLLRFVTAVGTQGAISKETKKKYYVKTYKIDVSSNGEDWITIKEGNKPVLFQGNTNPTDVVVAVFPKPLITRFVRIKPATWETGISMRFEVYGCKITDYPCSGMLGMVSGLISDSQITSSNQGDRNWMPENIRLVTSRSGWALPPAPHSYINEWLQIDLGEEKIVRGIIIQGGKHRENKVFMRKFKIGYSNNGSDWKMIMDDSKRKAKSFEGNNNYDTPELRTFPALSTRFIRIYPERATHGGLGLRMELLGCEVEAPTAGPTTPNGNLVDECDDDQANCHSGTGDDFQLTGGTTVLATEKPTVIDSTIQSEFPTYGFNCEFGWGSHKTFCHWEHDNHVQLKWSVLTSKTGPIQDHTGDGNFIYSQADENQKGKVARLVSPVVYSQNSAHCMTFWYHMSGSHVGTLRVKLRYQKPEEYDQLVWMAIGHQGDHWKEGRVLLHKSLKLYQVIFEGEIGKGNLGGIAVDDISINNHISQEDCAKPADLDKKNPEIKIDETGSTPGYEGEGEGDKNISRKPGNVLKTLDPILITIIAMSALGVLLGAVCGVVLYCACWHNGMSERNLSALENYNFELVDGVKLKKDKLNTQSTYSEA
LMPTP block = LMPTP phosphatase inhibitors, primary screen, biochemical, fluorescence intensity, uHTS | Low molecular weight phosphotyrosine protein phosphatase (Homo sapiens), P24666 | 360,000 tested, 0.22% active | recombinant LMPTP-A, OMFP fluorogenic substrate | inhibition, % at 20 µM;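 active = compounds that cut the enzyme signal by at least half of the control window in the single-dose screen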;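 note: plate controls were DMSO wells with enzyme plus substrate for no effect and substrate without enzyme for full effect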
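Buffer or medium: Bis-Tris pH 6.0, DTT, detergent; Assay system: LMPTP-A enzyme; Quantity: 0.625 nM enzyme; Detection: endpoint fluorescence intensity; Times: 50 min dark incubation at room temperature; Controls: substrate-only low control, DMSO enzyme-plus-substrate high control; Doses: single 20 µM dose; Read-out: percent inhibition versus substrate-only and uninhibited controls; Reagent: 400 µM OMFP.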
Neddyl block = inhibitors of cullin neddylation, primary screen, biochemical, TR-FRET, uHTS, NAE and Ubc12; NEDD8-conjugating enzyme Ubc12 (Homo sapiens) + NEDD8-activating enzyme E1 regulatory …; calls only at 25 µM; 360,000 tested, 0.58% active; AID 651699, 2012; in the data active = inhibition above about 36%
DNMT1 inh = human DNMT1 methyltransferase inhibitors, primary screen, biochemical, molecular beacon, fluorescence, HinP1I cleavage, uHTS; DNA (cytosine-5)-methyltransferase 1 (Homo sapiens), P26358; inhibition (reported as % activation of signal), % at 10 µM; 360,000 tested, 0.83% active; AID 588458, 2011; in the data active = inhibition above about 50%
The depositor's hits bear a star; i = inactive; nt = no result given.

SMILES	STEP inh	SUMO1 PPI mod	TbMetRS inhib	NadD block	Scp1 inh	SKN-1 block	NRP1-CendR mod	LMPTP block	Neddyl block	DNMT1 inh
COc1ccc([N+](=O)[O-])cc1NS(=O)(=O)c1cccc(C(=O)NCCCN2CCCC2=O)c1	0.4	-17.5	-0.2	-5.3	-6.7	-13.5	11.9	0.1	i	1.8
Cc1cc(CN(C)C(=O)C2CCC(=O)N(CCc3ccccc3)C2)n[nH]1 (stereo unspecified)	-0.7	0.9	-0.3	11.4	-0.1	-2.0	7.7	-1.6	i	2.3
CCOC(=O)Cc1nnc(NC(=O)c2ccccc2OC)s1	-0.5	1.8	-0.7	-1.8	-11.2	-19.6	2.7	0.8	i	-0.9
Cc1cc(=O)[nH]c(N/N=C/c2c(C)nn(-c3ccccc3)c2C)n1	-0.4	-8.0	-1.1	-1.2	-4.0	-10.4	-2.7	1.1	i	0.1
Cc1ccccc1-n1c(C)cc(/C=C(\C#N)C(=O)NCC2CCCO2)c1C (stereo unspecified)	-1.1	-8.9	-0.3	1.4	-12.2	6.8	-5.7	-0.2	i	-11.1
Cc1cc(C)cc(Cn2cc(CN3CC(N4CCN(CCN(C)C)CC4)CS3(=O)=O)nn2)c1 (stereo unspecified)	nt	-30.4	-0.7	-4.1	nt	-4.3	1.4	-7.2	i	nt
COc1ccc(C(=O)N/C(=C/c2cccnc2)C(=O)N2CCCCCC2)cc1OC	-4.1	-0.2	-1.2	-1.9	9.9	8.8	5.7	-1.8	i	3.1
CCOC(=O)C1C(=O)OC(C)(C)C1C(CC)C(=O)c1ccccc1 (stereo unspecified)	-6.2	2.1	0.0	-2.3	-3.6	0.6	2.1	0.7	i	-12.9
CC1=C(C(=O)N(C)C)CC(CC(=O)NCCc2ccccn2)C(=O)N1Cc1ccc(F)cc1 (stereo unspecified)	2.2	2.4	-0.4	5.2	nt	7.3	-5.4	-2.3	i	3.2
O=C(Nc1cccc(C(=O)Nc2ccccc2F)c1)c1ccccc1	-4.1	-4.1	0.8	-4.6	-7.7	34.7	11.0	-0.3	i	-3.6
O=C1NC[C@H](Cc2ccccc2)N(CC2CCN(CCc3ccc(-c4ccccc4)cc3)CC2)C1=O	0.5	1.1	-0.3	9.2	9.7	-4.1	-13.8	5.1	i	-4.2
Cc1nc2scc(-c3ccccc3)c2c(=O)o1	1.2	-1.1	-0.9	-2.7	-16.1	-1.4	-6.6	1.7	i	-3.5
Cc1scc(-c2n[nH]c(=S)n2Cc2ccccc2)c1C	-1.0	6.3	-1.2	-1.5	-0.8	-8.0	12.0	-3.4	i	4.7
CN1CCN(S(=O)(=O)c2ccc3c(c2)oc(=O)n3C)CC1	-4.3	-3.8	-0.4	-0.2	-1.8	-0.4	-70.7	-1.1	i	0.1
CCOC(=O)C1=C(C)NC(=S)N(C(C)=O)C1c1ccc(OC)c(OC)c1 (stereo unspecified)	-1.7	-0.2	0.0	-1.1	-6.6	8.7	-0.5	-1.0	i	8.4
CC1(C)Cc2nc(NC3CCCCC3)c(C#N)cc2CO1	0.7	-1.6	-0.5	-6.0	-2.9	9.2	-5.5	0.9	i	3.5
CCCCn1c(N)c(N(CC(C)C)C(=O)c2ccc(-c3ccc(Cl)cc3)o2)c(=O)[nH]c1=O	-0.6	-6.5	-0.2	0.4	-4.9	-22.5	-26.8	-1.6	i	18.4
CCn1nc(C(=O)NNC(=O)C2CSC3(C)CCC(=O)N23)c2ccccc2c1=O (stereo unspecified)	-2.7	-2.1	0.0	-2.4	-6.5	-3.2	12.2	-1.3	i	0.9
COc1cccc(OC)c1NC(=O)C1CCCN1C(=O)Nc1ccccc1Cl (stereo unspecified)	-1.5	4.6	-0.9	-0.6	0.1	-7.6	1.8	-0.4	i	3.0
Cc1ccc(/C=N/n2c(-c3ccncc3)n[nH]c2=S)o1	2.1	-3.0	-0.4	1.9	-3.7	9.8	-4.0	-0.9	i	0.9
COc1ccc(-c2csc3ncnc(Nc4ccc(O)cc4)c23)cc1	4.1	0.6	-0.2	5.3	-5.4	-3.1	-3.0	1.3	i	-6.6
C#CCOCCOCCOCCNc1nc(N2CCN(C(=O)Cn3cc(CCCN=C(N)N)nn3)CC2)nc(N2CCN(C(=O)[C@H](C)n3cc(CCCN=C(N)N)nn3)CC2)n1	-1.0	-23.4	0.4	-3.5	-2.3	-6.5	4.1	15.8	i	2.7
CC(OC(=O)[C@@H](NC(=O)c1ccco1)C(C)C)C(=O)Nc1ncc(Cl)cc1Cl (stereo partly specified)	2.0	4.8	-0.1	-2.0	-0.7	-2.7	-10.5	-0.6	i	-0.2
COc1ccc(C(=O)C2CCCN(Cc3cn(C)nc3-c3ccccc3)C2)cc1F (stereo unspecified)	-2.1	1.7	0.0	-6.5	-6.0	6.0	16.2	-1.3	i	0.3
CCOC(=O)CNC(=O)Cn1cnc2c(oc3ccccc32)c1=O	0.7	6.7	0.8	2.9	-3.4	13.4	13.4	-0.6	i	-0.7
Cc1cccc(CCNC(=O)C2CCCN(S(=O)(=O)c3cnc[nH]3)C2)c1 (stereo unspecified)	-1.9	-0.5	0.0	-0.5	-12.2	1.1	9.6	-1.4	i	-3.5
CCCn1c(SCC(=O)Nc2sc(C)c(C)c2C#N)nnc1C(C)C	0.0	2.7	-0.4	0.5	2.8	16.8	-8.5	-1.1	i	0.1
Cc1ccc(OCCC(=O)OCC(=O)NC2CCS(=O)(=O)C2)cc1 (stereo unspecified)	-0.6	12.8	-0.5	0.1	-8.9	16.9	0.4	0.2	i	3.3
NC1=NC2(CCCCC2)N(c2ccc(F)cc2)C(N)=N1	3.0	-5.3	-0.8	-2.2	6.3	-8.8	8.8	-1.6	i	-0.1
CCOC(=O)Nc1cc2c(cc1[N+](=O)[O-])-c1ccccc1C2=O	0.5	-9.1	0.0	9.6	-2.7	18.7	-13.1	2.3	i	12.8
C=CCOc1ccc(C2NC(=O)c3ccccc3O2)cc1 (stereo unspecified)	-1.0	3.3	-0.6	5.0	1.4	-7.7	-8.7	0.3	i	2.0
Cc1cc(F)c(F)c(C(=O)N2CCN(C)CC2)c1Cl	-8.7	-4.0	-1.3	0.8	8.1	-24.1	-5.2	-1.0	i	0.9
O=C(Nc1cc(Cl)cc(Cl)c1)c1ccno1	-3.0	3.4	0.4	-9.6	-4.5	6.0	-4.4	0.3	i	-4.0
N#Cc1ccc(OC(=O)C2CCN(C3=NS(=O)(=O)c4ccccc43)CC2)cc1	2.6	2.7	-0.2	-0.6	-8.2	6.7	1.0	-0.9	i	4.2
COc1ccc(N2CC(C(=O)N3CCc4ccccc43)CC2=O)cc1 (stereo unspecified)	-1.3	2.3	-0.3	-7.0	-7.1	4.2	16.3	0.4	i	0.1
Cc1ccn(CC(=O)N2CCCC(N3CCN(Cc4ccc5c(c4)OCO5)CC3)C2)n1 (stereo unspecified)	2.0	9.6	-0.5	-1.0	-10.2	-3.8	-1.2	-0.3	i	1.7
O=C(CCCN1C(=O)/C(=C\c2ccco2)SC1=S)Nc1cccc2ccccc12	0.5	6.2	-0.8	23.4	0.5	-0.9	-30.3	10.4	i	48.1
CCOC(=O)[C@H]1O[C@@H]1C(=O)N[C@@H](CC(C)C)C(=O)NCCC(C)C	-1.5	-26.0	-1.4	-2.2	6.4	8.4	5.5	-1.0	i	8.5
CC(C)CN(C(=O)CCC(=O)OCc1ccc(Cl)cc1Cl)c1c(N)n(CC(C)C)c(=O)[nH]c1=O	-1.4	2.2	-0.4	0.8	3.1	12.6	-4.8	-2.0	i	-0.8
CN(Cc1cnn(C)c1)C(=O)c1cc2ccccc2oc1=O	-5.4	-0.9	0.9	-4.9	1.1	-8.0	52.2*	-2.4	i	4.6

Reprinted from the entries so far for reference:
SMILES	STEP inh	SUMO1 PPI mod	TbMetRS inhib	NadD block	Scp1 inh	SKN-1 block	NRP1-CendR mod	LMPTP block	Neddyl block	DNMT1 inh
C=CCOc1ccc(C2NC(=O)c3ccccc3O2)cc1 (stereo unspecified)	-1.0	3.3	-0.6	5.0	1.4	-7.7	-8.7	0.3	i	2.0
Cc1cc(F)c(F)c(C(=O)N2CCN(C)CC2)c1Cl	-8.7	-4.0	-1.3	0.8	8.1	-24.1	-5.2	-1.0	i	0.9
O=C(Nc1cc(Cl)cc(Cl)c1)c1ccno1	-3.0	3.4	0.4	-9.6	-4.5	6.0	-4.4	0.3	i	-4.0
N#Cc1ccc(OC(=O)C2CCN(C3=NS(=O)(=O)c4ccccc43)CC2)cc1	2.6	2.7	-0.2	-0.6	-8.2	6.7	1.0	-0.9	i	4.2

(more compounds)
SMILES	STEP inh	SUMO1 PPI mod	TbMetRS inhib	NadD block	Scp1 inh	SKN-1 block	NRP1-CendR mod	LMPTP block	Neddyl block	DNMT1 inh
CCC1(c2ccc(F)cc2)NC(=O)N(CC(=O)NC2CCCC(C)C2C)C1=O (stereo unspecified)	-2.8	0.7	-0.2	-2.6	-4.7	13.0	-4.6	-0.9	i	-1.2
CN1CCN(C(=S)NCCc2ccccc2)CC1	-0.2	0.1	-0.3	-2.8	-5.5	14.3	2.2	-1.3	i	-1.3
COc1ccc(CNC(=O)C(C)N(C)Cc2cccc(F)c2)cc1 (stereo unspecified)	-1.3	-0.9	0.0	1.5	-7.7	9.6	-1.3	1.3	i	3.1
CCCCCCCCCCOC(=O)Cn1c(COc2ccc(C)cc2)[n+](C)c2ccccc21	7.9	-62.8	-1.2	9.8	15.5	-16.9	7.9	2.3	i	21.8
CC(=O)C1=C(O)C(=O)N(c2ccc(S(=O)(=O)Nc3nccs3)cc2)C1c1ccc([N+](=O)[O-])cc1 (stereo unspecified)	2.2	-5.1	1.0	9.0	-2.2	6.4	-30.6	1.7	i	2.0
COc1ccc(C2C(C(=O)NCCN(C)C)c3ccccc3C(=O)N2C)cc1OC (stereo unspecified)	-4.5	0.4	-0.4	-2.9	15.4	17.7	-1.2	-1.1	i	4.4
CCOc1ccc(N=C/C=C/c2ccccc2)c(O)c1	3.9	-30.6	-0.4	10.4	-13.5	12.4	-24.7	4.7	i	-14.9
